MazF activator: MazEF (E. coli) toxin RNase activation; activation, % at 20 µM; P0AE70; 350,000 compounds, 0.32% hits; FAM/BHQ RNA-DNA oligo cleavage fluorescence, 5 h; AID 504720; in the data active = activation above about 50%
Target sequence (P0AE70 whole entry, looked up): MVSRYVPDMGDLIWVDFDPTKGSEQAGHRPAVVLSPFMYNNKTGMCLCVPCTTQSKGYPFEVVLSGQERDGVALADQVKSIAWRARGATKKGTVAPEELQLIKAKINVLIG
BoNT F protease: BoNT F light chain protease inhibition; Multiplex microsphere protease cleavage assay, flow cytometry; inhibition, % at 10 µM; 360,000 compounds, 0.22% hits; AID 588497; in the data active = inhibition above about 35%, passing the limit was not always enough; inconclusive = no clear call, values can overlap the other calls; note: plate controls were buffer without enzyme for full effect and enzyme alone for no effect
Rv3671c protease: inhibits the M. tuberculosis serine protease Rv3671c; P9WHR9; inhibition, % at 5.96 µM; 320,000 compounds, 0.048% hits; AID 2606; in the data active = inhibition above about 38%;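 note: extracellular domain of Rv3671c used as enzyme; 0% = enzyme with DMSO and 100% = no enzyme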
Target sequence (P9WHR9 whole entry, looked up, the tested form may be a part): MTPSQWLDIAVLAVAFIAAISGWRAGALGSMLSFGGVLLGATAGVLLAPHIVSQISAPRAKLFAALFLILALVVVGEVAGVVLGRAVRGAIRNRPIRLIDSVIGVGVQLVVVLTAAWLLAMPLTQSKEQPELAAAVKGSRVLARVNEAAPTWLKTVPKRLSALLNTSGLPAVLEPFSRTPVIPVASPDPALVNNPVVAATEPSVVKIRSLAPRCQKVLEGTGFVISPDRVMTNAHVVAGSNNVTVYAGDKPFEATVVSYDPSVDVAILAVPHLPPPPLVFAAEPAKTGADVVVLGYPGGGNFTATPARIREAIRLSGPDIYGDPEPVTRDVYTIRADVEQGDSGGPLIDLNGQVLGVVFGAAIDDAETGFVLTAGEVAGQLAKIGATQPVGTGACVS
PrPC surface inh: reduces human prion protein on the cell surface | cell surface PrPC, TR-FRET read-out | inhibition, % at 13.8 µM | 370,000 compounds, 0.43% hits | AID 720596; in the data active = inhibition above about 24%; note: 0% = median of the test wells and 100% = reference compound wells
VHR inh abs: blocks human VHR1 dual specificity phosphatase | P51452 | recombinant VHR phosphatase, pNPP absorbance | inhibition, % at 13.3 µM | 290,000 compounds, 0.52% hits; in the data active = inhibition above about 50%; note: some compounds called inactive have numbers as strong as hits
Target sequence (P51452 whole entry, looked up): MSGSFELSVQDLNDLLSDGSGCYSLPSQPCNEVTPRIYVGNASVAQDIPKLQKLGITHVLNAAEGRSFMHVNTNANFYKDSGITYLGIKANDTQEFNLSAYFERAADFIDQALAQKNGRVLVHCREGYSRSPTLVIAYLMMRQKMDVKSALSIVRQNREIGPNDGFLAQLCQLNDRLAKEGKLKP
3CLpro inhibitor: SARS-CoV 3CLpro protease inhibition | inhibition, % at 6 µM | P0C6X7 | 290,000 compounds, 0.14% hits | AID 1706 | recombinant SARS-CoV 3CLpro, quenched FRET peptide cleavage; in the data active = inhibition above about 12%
CCHFV vOTU inh: blocks the CCHF virus ovarian tumor domain protease; CCHFV vOTU protease, Pep-AMC fluorescence; inhibition, % at 11.5 µM; 370,000 compounds, 0.55% hits; AID 651958; in the data active = inhibition above about 30%; note: 0% = vehicle wells with enzyme and 100% = no enzyme wells
BoNT-A LC inh2: blocks Botulinum neurotoxin A light chain protease | multiplex microsphere protease substrate cleavage, flow cytometry | inhibition, % at 10 µM | 360,000 compounds, 0.17% hits | AID 588499; note: plate controls were buffer without enzyme for full effect and enzyme alone for no effect
PriA SSB inh: blocks PriA binding to SSB C-terminal tail. 430,000 compounds, 0.6% hits. inhibition, % at 33 µM. AlphaScreen SSBct-PriA binding, biotinylated peptide. AID 1272365; in the data active = inhibition mostly above about 37%, no sharp cut-off; inactive = mostly below about 20%;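 note: plate controls were negative control peptide for no effect and reference peptide for full effect; strong numbers were not always called active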
Anthrax LF inh2: blocks Bacillus anthracis lethal factor protease; P15917; 360,000 compounds, 0.12% hits; AID 588501; inhibition, % at 10 µM; multiplex microsphere protease cleavage assay, LF; note: plate controls were buffer without enzyme for full effect and enzyme alone for no effect
* marks the source's active call; other numbers are inactive results; ? = inconclusive; . = no result given. Cut-off read from the data, not from the text of the source, unless noted: active = inhibition above about 30%; inconclusive = no clear call, values can overlap the other calls; inactive = below that.

#	SMILES	BoNT F protease	MazF activator	3CLpro inhibitor	CCHFV vOTU inh	PrPC surface inh	VHR inh abs	Rv3671c protease	BoNT-A LC inh2	Anthrax LF inh2	PriA SSB inh
1	CCCOC(=O)c1ccc(NS(=O)(=O)c2cccs2)cc1	-4.9	-0.8	-6.4	2.3	-3.7	-6.5	-2.9	-0.3	-4.6	-6.6
2	Cc1ccc(CNC(=O)c2nnn(CC(=O)Nc3cc(C)cc(C)c3)c2N)cc1	6.0	-52.2	-0.4	2.3	-3.2	-7.2	-58.2	3.3	0.8	0.3
3	CN(C)c1ccc(C(=O)N2CCCC2)cc1	-5.9	1.1	1.9	2.0	4.6	33.4	4.3	0.0	-3.7	-19.3
4	O=C(C1CCCO1)N1CCN(C(=S)Nc2ccc(F)cc2)CC1 (configuration not stated)	1.6	-3.7	7.5	1.9	-1.5	7.3	-10.1	0.1	-0.5	-14.7
5	COC(CNC(=O)c1cc(S(=O)(=O)N2CCc3ccccc32)ccc1F)OC	26.9	8.5	-2.5	-8.6	6.5	17.0	0.3	-0.5	8.5	-25.0
6	COc1cc(-c2noc(CCC(=O)Nc3cccnc3)n2)cc(OC)c1OC	-7.3	-0.3	-4.8	12.2	0.9	0.3	8.4	-0.2	-3.3	-0.1
7	CC(C)c1ccc(/C=C2\SC(=S)N(CCC(=O)N3CCCCC3CCO)C2=O)cc1 (configuration not stated)	-5.9	-1.8	6.1	14.7	2.1	1.3	-4.4	-0.4	0.0	6.7
8	O=C1/C(=C\c2ccncc2)CCc2ccccc21	2.6	1.1	.	4.4	4.8	.	0.3	0.3	-3.3	-5.2
9	CCOC(=O)C(C#N)C(Cc1ccccc1)c1ccco1 (configuration not stated)	-13.7	-3.3	-0.1	-3.6	-5.0	5.6	-11.7	-0.6	-0.3	-13.2
10	O=C(CSC1=NCCS1)Nc1cccc2ccccc12	6.8	0.1	0.8	-1.0	-0.5	27.3	-4.0	-0.5	-6.2	2.9
11	O=C(CC1SC(N2CCCCC2)=NC1=O)Nc1cccc(C(=O)O)c1 (configuration not stated)	-4.6	2.4	-4.9	14.7	1.6	39.4	5.0	-0.1	-3.1	-7.5
12	CCC(=O)N1c2ccc(S(=O)(=O)CCC(=O)N3CCC4(CC3)OCCO4)cc2CC1C (configuration not stated)	12.0	1.9	-0.3	13.4	0.3	21.9	4.1	0.5	-2.0	-6.7
13	CC(=O)c1ccc(OCC(=O)NC2CCCCCC2)cc1	-2.1	3.3	.	3.3	7.8	.	2.8	-1.9	1.3	-2.6
14	COc1ccc(CSc2nnc(C)n2N)cc1[N+](=O)[O-]	-1.0	3.9	1.8	4.6	-4.1	22.5	2.7	-1.1	-9.3	6.8
15	CCN(CC)S(=O)(=O)c1ccc(Cl)c(OC)c1	2.3	3.1	-0.9	-5.8	0.7	-5.8	6.1	1.4	1.3	-18.1
16	NC(=O)NOCc1ccc(Cl)cc1Cl	-0.2	15.6	-2.6	2.0	4.3	9.4	-6.4	-1.1	-5.4	-1.1
17	CC(=O)OCC(=O)Nc1ccc([N+](=O)[O-])cc1Cl	-5.9	9.1	1.6	0.4	-21.3	18.8	-4.5	-1.0	-2.4	1.7
18	CS/C(=N\S(=O)(=O)c1ccc(Cl)cc1)c1ccccc1	9.4	-23.4	5.3	8.6	-3.2	-0.9	12.2	0.8	0.1	.
19	O=C(Nc1ccccc1Cl)c1ccccc1Cc1ccccc1	-5.9	-6.5	4.3	-5.9	1.4	-2.7	-7.1	0.3	-4.4	-70.5
20	Cc1ccc2c(c1)C1CN(C)CCC1N2C(=O)COc1ccc(N(C)C(=O)C(C)(C)C)cc1 (configuration not stated)	-1.0	0.5	0.6	12.6	-0.7	-17.4	-1.8	1.0	4.1	3.3
21	CC(C)CSc1nc2ccccc2c(=O)[nH]1	-6.6	-1.6	4.8	-6.5	-1.8	-18.1	-5.0	-0.3	5.0	-18.9
22	O=C(CCc1ccccc1)NC1CCSC1=O (configuration not stated)	3.4	3.4	0.2	3.6	-1.8	7.0	5.0	-0.5	-9.9	0.6
23	COc1cccc(OC)c1OCC(O)CN1CCN(c2ccccc2F)CC1 (configuration not stated)	-4.7	-7.1	1.1	-0.8	-2.8	.	3.2	0.5	-7.3	7.1
24	Cn1cnnc1SCC(=O)NC1CCCCCC1	.	6.2	4.4	-11.7	-0.7	-23.3	8.8	.	.	0.6
25	COc1ccccc1N1CCN(C(=O)c2n[nH]c3ccccc23)CC1	2.6	-2.1	-2.9	0.0	-2.9	26.2	-2.5	0.2	2.4	3.7
26	c1coc(CN(Cc2ccco2)c2ncnc3c2oc2ccccc23)c1	-1.3	-2.8	0.9	.	.	24.7	-0.1	1.0	-2.6	3.9
27	CCCCCC1NC(=O)NC1CCCCCC(=O)O (configuration not stated)	11.3	2.3	8.3	-5.0	-6.0	-5.8	-0.1	7.3	1.3	-1.2
28	CCN(C(=O)COC(=O)c1ccccc1Nc1ccccc1)c1c(N)n(Cc2ccccc2)c(=O)[nH]c1=O	1.3	-8.9	.	19.9	33.2*	.	.	0.1	-4.0	1.4
29	COC(=O)c1cc(NS(=O)(=O)c2ccc3c(c2)c(=O)n(C)c(=O)n3C)cc(C(=O)OC)c1	-7.5	0.1	1.8	-1.6	-0.8	9.7	9.5	0.4	-2.6	-0.9
30	CC(C)(CO)NC(=O)C12CC3CC(CC(Br)(C3)C1)C2	?	0.4	1.1	-10.1	-0.8	12.8	0.4	?	12.4	2.1
31	Cc1cc(NC(=O)CSc2nnc(-c3ccco3)n2Cc2ccco2)no1	3.4	1.8	-1.4	-0.8	-10.6	15.3	-2.8	1.4	-9.7	-6.2
32	C=CC(C)N1C(=O)S/C(=C\c2ccc(N3CCOCC3)cc2C)C1=O (configuration not stated)	2.1	43.2	6.3	-3.1	-5.4	-6.7	-5.1	0.9	-0.4	-36.1
33	CCOc1ccc(CCNC(=O)C(O)c2ccccc2)cc1 (configuration not stated)	6.3	5.8	-0.4	0.2	-2.2	-3.7	-1.8	0.5	6.4	-24.8
34	CCOCCCN(C(=O)Cn1nnc(-c2ccc(OC)c(OC)c2)n1)C(CC)C(=O)NC1CCCC1 (configuration not stated)	-7.3	-2.6	-1.2	-6.1	-1.0	3.1	3.9	0.4	-0.2	1.0
35	Cc1ccc(OC(C)C(=O)OCC(=O)Nc2sccc2C(N)=O)cc1 (configuration not stated)	-3.8	-5.0	.	10.4	0.4	.	0.5	-0.8	-0.9	-2.0
36	CCOc1ccccc1N(CC(=O)Nc1ccccc1C(=O)NCc1ccco1)S(C)(=O)=O	1.5	-1.1	-3.9	6.7	-0.5	-1.0	-0.5	-0.1	-2.6	8.0
37	CN(C(=O)COC(=O)c1ccc([N+](=O)[O-])cc1Cl)C1CCCCC1	-6.8	-2.0	-0.5	-1.0	-11.8	-15.2	2.9	-0.3	-3.5	25.5
38	Cn1cc(CN2CCCC(C(=O)c3cc(F)ccc3F)C2)c2ccccc21 (configuration not stated)	0.2	-3.7	-0.5	-1.0	-8.0	1.9	8.0	0.5	-1.4	16.0
39	CCCN(C(=O)c1cccc(S(=O)(=O)N2CCN(C)CC2)c1)c1c(N)n(Cc2ccccc2)c(=O)[nH]c1=O	?	7.3	.	2.7	-4.4	.	4.5	-0.3	-7.9	-10.5
40	CC1=C(C(=O)N2CCCCCC2)CC(CC(=O)NCCc2ccccn2)C(=O)N1Cc1ccccc1 (configuration not stated)	-3.5	.	.	8.0	11.3	.	.	-0.5	-1.0	.
41	CCc1ccccc1SCc1noc(C(=O)NCC2CCCO2)c1C(=O)O (configuration not stated)	6.1	-1.0	5.8	10.9	-4.4	20.5	3.6	0.2	1.1	-18.9
42	Cc1c(CCOC(=O)c2cc([N+](=O)[O-])ccc2Cl)sc[n+]1CCCCS(=O)(=O)[O-]	-4.9	5.9	2.5	4.4	-47.5	6.7	2.9	-0.1	0.2	-1.9
43	Cn1c(=O)oc2cc(S(=O)(=O)NCCCN3CCCC3=O)ccc21	-7.9	5.6	-6.8	-3.8	0.6	-7.8	3.7	0.8	6.9	-9.2
44	O=C(Nc1nn[nH]n1)C12CC3CC(CC(C3)C1)C2	-5.6	-3.9	8.2	-0.6	12.1	0.5	-1.5	0.2	1.1	-0.3
45	CCOc1ccc(CNC(=O)CCCC(=O)n2nc(C)c3ccccc32)cc1	0.2	-7.4	-3.0	6.9	-10.3	-14.6	0.5	1.1	-3.7	-5.4
46	NC(=O)COC(=O)C1CSC2(c3ccc(F)cc3)CCC(=O)N12 (configuration not stated)	-3.6	-7.0	0.3	3.8	-3.4	20.3	-9.7	-1.7	8.0	-0.1
47	CCOC(=O)CCc1c(C)c2ccc(OCc3ccc([N+](=O)[O-])cc3)cc2oc1=O	-3.8	-8.8	-2.5	13.9	-4.1	22.6	9.9	-0.9	-2.5	6.6
48	CC1(C)N=C(N)N=C(N)N1c1cccc(C(=O)O)c1	-3.9	2.3	-4.4	13.9	-0.6	14.6	-3.2	-0.2	1.9	-3.7
49	COc1ccc(Cl)cc1C=CC=NNC(=O)c1ccncc1	0.7	1.5	.	9.4	-4.3	.	.	0.4	3.1	0.3
50	COCCCNC(=S)Nc1cc(C)c(C)cc1C	?	7.6	0.5	-8.6	7.2	3.8	7.4	?	14.3	-7.6

Following part:
#	SMILES	BoNT F protease	MazF activator	3CLpro inhibitor	CCHFV vOTU inh	PrPC surface inh	VHR inh abs	Rv3671c protease	BoNT-A LC inh2	Anthrax LF inh2	PriA SSB inh
51	COc1ccc(NC(=O)C2(C)CCN2Cc2ccc(C(C)C)cc2)cc1OC (configuration not stated)	0.2	.	.	1.3	-0.8	.	.	0.2	-4.7	.
52	CCOC(=O)c1ccc(NC(=O)c2cc(=O)[nH]c3ccccc23)cc1	-6.6	9.6	8.9	-13.4	3.9	6.4	6.8	-0.6	-1.6	-8.2
53	CCN(C(=O)COC(=O)C1CCN(S(=O)(=O)c2cccs2)CC1)c1ccccc1	5.5	-0.4	-5.7	6.7	4.2	18.4	-12.0	0.0	-5.7	-27.2
54	OCCC1CN(Cc2cccnc2)CCN1CCc1ccccc1 (configuration not stated)	0.7	-0.9	5.2	-7.2	-0.1	17.7	3.6	-0.5	-4.3	-14.1

2 of these compounds in a different format:
53. CCN(C(=O)COC(=O)C1CCN(S(=O)(=O)c2cccs2)CC1)c1ccccc1
  BoNT F protease: 5.5
  MazF activator: -0.4
  3CLpro inhibitor: -5.7
  CCHFV vOTU inh: 6.7
  PrPC surface inh: 4.2
  VHR inh abs: 18.4
  Rv3671c protease: -12.0
  BoNT-A LC inh2: 0.0
  Anthrax LF inh2: -5.7
  PriA SSB inh: -27.2

54. OCCC1CN(Cc2cccnc2)CCN1CCc1ccccc1 (configuration not stated)
  BoNT F protease: 0.7
  MazF activator: -0.9
  3CLpro inhibitor: 5.2
  CCHFV vOTU inh: -7.2
  PrPC surface inh: -0.1
  VHR inh abs: 17.7
  Rv3671c protease: 3.6
  BoNT-A LC inh2: -0.5
  Anthrax LF inh2: -4.3
  PriA SSB inh: -14.1

Not all compounds are listed; count on the stated rates, not on these rows.
